PNC assembly inh: inhibitors of perinucleolar compartment assembly. PC3M PTB-GFP, PNC prevalence imaging, 16 h; stronger effect = lower value. activity change (PNC), negative = inhibition, % at 10 µM. AID 2417. actives 3.1% (n = 140,000);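 active means readout at or below -70, meaning at least 70% loss of cells showing the perinucleolar compartment, a nuclear body marking cancer cells; inconclusive means readout between -30 and a set limit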;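 further: plate controls were DMSO wells for no effect and camptothecin positive control wells for full effect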
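PC3M cells stably expressing PTB-GFP, 750–1000 cells/well, treated 16 h at 37 °C with compound (23 nl of library stock), in duplicate. After paraformaldehyde fixation and Hoechst stain, imaged at 20x; PNC prevalence scored by image analysis.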
ALOX12 inhib: inhibitors of human 12-lipoxygenase (ALOX12); AID 1452; Potency, µM (highest dose often 57.1 µM), without a hit: at the top dose activity change, negative = inhibition, hits mostly inhibitors; actives 0.12% (n = 150,000); purified 12-hLO, xylenol orange hydroperoxide absorbance; further: potency means the concentration at half of the fitted maximal effect; nearly all actives have a fitted effect of over 55% in size; many of its hits are not listed in these tables
Target sequence (P18054 whole entry, looked up): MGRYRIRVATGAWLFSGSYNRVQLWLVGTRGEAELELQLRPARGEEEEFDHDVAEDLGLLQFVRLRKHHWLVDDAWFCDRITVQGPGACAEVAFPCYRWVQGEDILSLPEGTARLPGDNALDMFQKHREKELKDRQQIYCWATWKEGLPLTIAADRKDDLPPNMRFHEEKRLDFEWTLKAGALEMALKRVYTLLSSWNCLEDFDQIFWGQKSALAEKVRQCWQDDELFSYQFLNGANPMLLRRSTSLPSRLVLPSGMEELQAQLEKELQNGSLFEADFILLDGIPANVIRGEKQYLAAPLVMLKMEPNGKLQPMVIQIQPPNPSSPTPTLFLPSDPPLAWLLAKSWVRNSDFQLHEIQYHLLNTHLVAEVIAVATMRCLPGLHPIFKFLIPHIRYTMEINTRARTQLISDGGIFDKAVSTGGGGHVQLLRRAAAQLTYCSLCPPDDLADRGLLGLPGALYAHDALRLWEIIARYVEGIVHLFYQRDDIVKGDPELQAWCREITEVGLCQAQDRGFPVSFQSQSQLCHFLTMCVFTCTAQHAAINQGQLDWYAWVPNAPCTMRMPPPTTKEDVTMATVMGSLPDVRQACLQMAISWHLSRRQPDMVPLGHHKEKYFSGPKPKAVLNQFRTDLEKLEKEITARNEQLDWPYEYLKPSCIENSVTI
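Lipoxygenase turnover measured by absorbance at 573 and 405 nm after Fe-XO development. Human 12hLO 150 nM, arachidonate 40 uM, pH 7.0 Hepes buffer with detergent; 15 min compound preincubation, 30 min reaction.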
15-hLO-2 inh: blocks human 15-lipoxygenase 2 activity; O15296; purified 15hLO-2, xylenol orange hydroperoxide absorbance; Potency, µM (titrated, usually from 57.1 µM), without a hit: top-dose activity change, negative = inhibition, usual class: inhibitors; actives 0.56% (n = 110,000); AID 881; further: potency means the concentration at half of the fitted maximal effect; nearly all actives have a fitted effect of over 60% in size; many of its hits are not listed in these tables
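Purified human 15hLO-2 (50 nM) preincubated 15 min with compound, then 45 uM arachidonic acid for 90 min at RT in 25 mM Hepes pH 7.5, 0.01% Triton X-100. Hydroperoxide detected by Fe-xylenol orange; 573/405 nm absorbance ratio.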
IMPase cell inh: cell-permeable inhibitors of inositol monophosphatase (IMPase). CHO-M1 cells, IP1 accumulation, HTRF TR-FRET ratio. 120,000 tested, under 10 active. P97697. inhibition (IP1 accumulation), % at 46.1 µM. AID 901; active means well fitted curve in the direction sought with a large enough effect in the signal ratio, not every such curve was filed as active; inconclusive means small, poorly fitted or top-dose-only effect, or a change in a side signal; inactive means no such curve, though single readings can be large or run the other way; the % refers to the signal ratio;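 further: cells stimulated with carbachol in lithium chloride buffer; plate controls were DMSO basal wells for no effect and reference inhibitor wells for full effect; higher means more IMPase inhibition seen as more IP1 and lower FRET ratio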
Target sequence (P97697 whole entry, looked up): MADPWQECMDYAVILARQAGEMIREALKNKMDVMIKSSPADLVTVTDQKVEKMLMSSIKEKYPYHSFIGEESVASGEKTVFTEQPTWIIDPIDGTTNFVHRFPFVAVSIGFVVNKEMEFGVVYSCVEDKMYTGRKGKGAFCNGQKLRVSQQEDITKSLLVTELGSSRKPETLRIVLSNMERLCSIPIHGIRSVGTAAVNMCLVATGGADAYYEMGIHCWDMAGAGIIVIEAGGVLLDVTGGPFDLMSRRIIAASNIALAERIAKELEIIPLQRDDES
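CHO-M1 cells (CHO stably expressing M1 receptor), compound up to 46 uM final, stimulated with carbachol (50 uM as added) in buffer with 50mM LiCl, pH 7.4, 30 min at 37C. Cytosolic IP1 read by TR-FRET; AC50 from Hill fits.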
An asterisk follows results filed as active; u = inconclusive; x = not tested or not shown; & = joins results of further samples; [ ] = dose if it differs, or a comment. Unless noted, the call rests on the fitted dose curve; in most records, active means well fitted curve in the direction sought with a large enough effect; inconclusive means small, poorly fitted or top-dose-only effect, or another doubt; inactive means no such curve, though single readings can be large; an effect the other way counts as inactive or inconclusive. Unless noted, on the % scale 0 is the no-effect control and ±100 the full control effect.

SMILES	PNC assembly inh	ALOX12 inhib	15-hLO-2 inh	IMPase cell inh
O=C(CO/N=C/c1ccccc1OC(F)F)NC1CCCCC1	35.5	-1.3%	x	x
Cc1ccc(C)c(NC(=O)C2C(c3ccccc3)C2(Cl)Cl)c1 (stereo not drawn)	2.1	-2.5%	-1.9%	-0.1
Cc1cc(C)nc(N2CCC(C(=O)NCC3CCCCC3)CC2)n1	-3.5	-1.2%	-3.9%	6.7
CCn1c(Cc2ccccc2)nnc1SCC(=O)Nc1nc2ccccc2s1	13.8	2.4%	-7.8%	u
CCCCCC1=C2CNC(C)(C(=O)OC)C=C2C(C)C1=O (stereo not drawn)	x	2.4%	-8.9%	x
CCCc1noc(-c2ccc(-c3ccccc3)cc2)n1	-18.6	1.7%	8.0%	-5.5
Cc1ccc(C)c(NC2=C(Cl)C(=O)OC2OC(=O)c2ccco2)c1 (stereo not drawn)	26.9	-8.0%	0.1%	3.0
COc1ccc(-n2c(C)cc(C(=O)CSc3nn4c(=O)c(C(C)(C)C)nnc4s3)c2C)cc1	8.4	-18.0%	-6.7%	-15.1
CCCC(=O)NCCc1cc2c(C)ccc(C)c2[nH]c1=O	23.2	-3.6%	x	-0.6
c1ccc(-c2cnn3nnnc3n2)cc1	-10.7	-1.7%	-4.4%	0.4
COC(=O)C(C)Sc1ccc2nnc(-c3cccc(F)c3)n2n1 (stereo not drawn)	u	2.9%	x	-3.4
CC1(c2ccccc2)NC(=O)N(CC(=O)NCCC2=CCCCC2)C1=O (stereo not drawn)	58.3	4.4%	5.5%	1.7

Pulled by compound from above, 5 records:
SMILES	PNC assembly inh	ALOX12 inhib	15-hLO-2 inh	IMPase cell inh
CC1(c2ccccc2)NC(=O)N(CC(=O)NCCC2=CCCCC2)C1=O (stereo not drawn)	58.3	4.4%	5.5%	1.7
COc1ccc(-n2c(C)cc(C(=O)CSc3nn4c(=O)c(C(C)(C)C)nnc4s3)c2C)cc1	8.4	-18.0%	-6.7%	-15.1
CCCc1noc(-c2ccc(-c3ccccc3)cc2)n1	-18.6	1.7%	8.0%	-5.5
CCn1c(Cc2ccccc2)nnc1SCC(=O)Nc1nc2ccccc2s1	13.8	2.4%	-7.8%	u
Cc1cc(C)nc(N2CCC(C(=O)NCC3CCCCC3)CC2)n1	-3.5	-1.2%	-3.9%	6.7

(further entries)
SMILES	PNC assembly inh	ALOX12 inhib	15-hLO-2 inh	IMPase cell inh
COC(=O)c1ccc(C(=O)NC(=S)Nc2nc3c(s2)CCCC3)cc1	-1.8	-2.9%	x	4.5
COc1ccccc1C(=O)NNC(=O)CCCN1C(=O)/C(=C/c2cccs2)SC1=S	7.4	-3.2%	x	x
CCC(=O)c1c[nH]c(C(=O)NCCCN2CCOCC2)c1	u	0.3%	4.4%	-3.1
Cc1ccc2cc(CN(CCN3CCOCC3)Cc3nnnn3Cc3ccco3)c(=O)[nH]c2c1C	-4.1	-2.0%	19.3%	7.3
Cc1ccc(NC(=O)CN2C(=O)N/C(=C/c3ccc(C)s3)C2=O)cc1	25.4	0.1%	x	-1.2
CC(=O)Nc1cccc(C(=O)NC(C)c2ccc(S(N)(=O)=O)cc2)c1 (stereo not drawn)	1.2	-7.0%	-3.5%	4.2
CCn1cc(CNC(=O)C2C3CCC(C3)C2C(=O)O)cn1 (stereo not drawn)	u	-5.8%	-3.3%	-1.1
CC(C)(C)n1nnnc1C(c1cccs1)N(Cc1cccnc1)Cc1ccccc1Cl (stereo not drawn)	13.2	0.7%	43.6%[activator]	5.6
Cc1ccc(C)c(-n2c(N)c(C(N)=O)sc2=S)c1	u	-4.8%	-0.5%	-3.4
NC(=O)C1CCN(c2nc(-c3ccc(Br)cc3)cs2)CC1	u	1.6%	x	x
CN(C)CC(C)(C)CN1c2ccccc2Sc2ccccc21	x	9.2%[11.4 µM]	3.0%[11.4 µM]	x
COc1ccc(CCC(=O)NC(C)C)cc1	u	-1.2%	x	x
CC(C)Cc1cc(C(=O)Nc2sc3c(c2C#N)CCCC3)no1	34.6	3.1%	x	-3.0
Cc1nn(CCCNC(=O)C2CCCO2)cc1Br (stereo not drawn)	32.5	0.4%	-3.4%	5.1
O=C(NCCSCc1ccc(Cl)cc1Cl)c1ccc(CN2CCOCC2)cc1	-10.7	-3.7%	12.5%	4.0
Clc1ccc(Nc2ncnc3ccc(Br)cc23)cc1	u	-2.8%	48.2%[activator]	-1.8
Cc1ccc(CNC(=O)CSc2ncccn2)cc1	10.1	-2.2%	-2.6%	10.0
COc1ccc(S(=O)(=O)N2CC3CCCN3c3ccc(C(F)(F)F)cc32)cc1 (stereo not drawn)	35.3	-2.0%	x	7.7
CC(/C=N/NC(=O)CCn1nnc2ccccc21)=C\c1ccccc1	5.8	-4.8%	x	7.4
COc1ccc(OC)c(Nc2ncnc3c2cnn3-c2ccccc2)c1	-12.7	1.9%	2.0%[2.29 µM]	0.4
Fc1ccc([C@@H]2CCNC[C@H]2COc2ccc3c(c2)OCO3)cc1	x	-1.3%	53.0%[activator]	20.0
CN(C)CCNC(=O)c1cc2ccccc2oc1=O	u	-0.9%	-3.8%	10.2
COc1ccc(-c2nc(-c3cccc(C)c3)nc(Cl)c2C#N)cc1	-8.7	-6.5%	-29.7%	3.6
Nc1nc(Cl)nc2c1ncn2[C@@H]1O[C@H](CO)[C@@H](O)[C@H]1O	202.5	2.8%	6.2%	x
Cc1cc(Nc2ccc(F)c(Cl)c2)n2ncnc2n1	4.7	-1.3%	-1.6%	-13.3
COc1ccc(C)cc1S(=O)(=O)N(C)CC(=O)NC1CCCCC1	47.5	0.1%	-3.4%	0.0
COc1ccc2nc(NC(=O)C3CCCN(S(=O)(=O)c4c(C)noc4C)C3)sc2c1 (stereo not drawn)	u	1.2%	-2.4%	5.7
COc1cc(/C=N/N=C(/N)c2nonc2N)cc(Br)c1OCc1cccc(C)c1	-6.0	-9.5%	9.2%	u
CCn1cc([N+](=O)[O-])c(C(=O)Nc2cc(C)on2)n1	u	-0.5%	-1.7%	1.4
CCCCC(=O)NC(=S)NNC(=O)CC	-94.1*	-3.5%	x	4.8
CCN(CCNC(=O)CN1CCN(Cc2ccc(Cl)cc2)C1=O)c1ccccc1	22.8	-5.6%	8.6%	1.3
COc1ccc(-c2nnc(SCCc3ccccc3)n2N)cc1	1.2	-0.7%	1.9%	-1.7
COc1ccc(S(=O)(=O)Nc2cc(C)ccc2OC)cc1C	10.6	-8.1%	0.9%	-4.2
Cn1c(Oc2ccc3c(c2)OCO3)nc2c1c(=O)n(Cc1ccccc1)c(=O)n2C	u	-6.2%	-4.6%	-2.4
Cc1oc(CC(C)C)c(CN)c1C(=O)O	33.9	2.8%	-1.9%	2.6
COc1ccc(CCNC(=O)CC2Nc3ccccc3NC2=O)cc1OC (stereo not drawn)	3.7	-18.8%	-16.8%	3.4
COc1ccc(C(=O)N[C@H](C(=O)Nc2ccc(OC)nc2)C(C)C)cc1	-111.7*	0.1%	-2.8%	1.1
CC(Sc1nnc(-c2ccccc2Br)n1-c1cccc(C(F)(F)F)c1)C(N)=O (stereo not drawn)	-24.2	0.0%	x	-2.5
O=C(c1cccc(C(=O)N2CCN(c3ccccc3F)CC2)c1)N1CCN(c2ccccc2F)CC1	14.7	0.2%	1.0%	7.8
O=C=Nc1ccc(Cc2ccc(N=C=O)cc2)cc1 (tested in a mixture with another compound)	x	-1.3%[11.4 µM]	-6.9%[11.4 µM]	x
COCCOC(=O)C1=C(C)NC2=C(C(=O)CCC2)C1c1cc2c(cc1Br)OCO2 (stereo not drawn)	-15.8	-3.1%	-4.4%	-2.4
O=C(Nc1cccnc1)c1ccccc1O	35.7	13.4%	2.8%	6.1
CN(C)S(=O)(=O)c1cccc(C(=O)NCC2CCCO2)c1 (stereo not drawn)	12.3	3.4%	0.5%	4.2
COc1ccc(CNC(=O)C(C)N=C2NS(=O)(=O)c3ccccc32)cc1OC (stereo not drawn)	3.9	-1.5%	0.9%	-2.2
Cc1ccc(-c2csc3nc[nH]c(=S)c23)cc1	-13.1	0.7%	x	x
CCCCNC(=O)Nc1ccccc1C(=O)NCc1ccco1	-17.0	-2.8%	-9.3%	-6.8
Cc1cccc(/C(N)=N/OC(=O)Cc2cccs2)c1	21.5	1.7%	-5.2%	-0.2
NC(=O)c1ccccc1OCC(=O)O	-3.3	2.5%	x	2.8
Cc1ccc(S(=O)(=O)N(C)c2ccc(OCC(=O)Nc3nc4ccccc4s3)cc2)cc1	u	-13.3%	x	x
COc1ccc(Cl)cc1N(C(=O)Nc1cccc(Cl)c1)C1=NCC(C)S1 (stereo not drawn)	-28.7	1.4%	x	x
CCOC(=O)c1cc2sc(C)cc2n1CC(=O)N1CCN(C(=O)c2ccco2)CC1	20.8	-1.5%	0.0%	3.2
Cc1nc(CN2CCCC2=NC#N)n(-c2ccccc2)n1	23.1	-6.6%	-17.2%	-0.7
Cc1cccc(OCCCC(=O)Nc2ccc(S(=O)(=O)Nc3onc(C)c3C)cc2)c1	8.4	-2.8%	-15.5%	-0.8
CCc1c(C)nc(N)n2c(SCC(=O)Nc3ccccc3)nnc12	-26.5	1.4%	u	3.3
COc1ccc(Nc2nc(N3CCCCC3)c3ccccc3n2)cc1	u	u	19.4%	13.8
Cc1nnc(NC(=O)Cc2cccs2)s1	-2.7	7.2%	-9.0%	-3.7
COc1cc2c(cc1OC)C(C(=O)NCc1cccnc1)C(c1cccnc1)N(C)C2=O (stereo not drawn)	8.8	-0.9%	-7.3%	-5.4
CN(CC(=O)N1CCN(c2ccccc2F)CC1)S(=O)(=O)c1cnc[nH]1	u	2.9%	2.4%	-0.2
CSc1cccc(NC(=O)COc2cccc3ccccc23)c1	28.3	-3.6%	4.2%	2.3
CCCCCC(C)n1[nH]c(=O)cc1N (stereo not drawn)	-18.1	2.8%	-8.2%	1.1

Other structures follow:
SMILES	PNC assembly inh	ALOX12 inhib	15-hLO-2 inh	IMPase cell inh
O=C(NNS(=O)(=O)c1ccccc1[N+](=O)[O-])c1ccncc1	2.5	6.6%	x	x
C[C@@H](C(=O)Nc1ccc2ccccc2c1)[C@H]1C[C@]1(C)[C@H](NP(=O)(c1ccccc1)c1ccccc1)c1ccccc1	37.2	-1.9%&-6.3%	14.9%	x
COc1ccc(NC(=O)/C(C#N)=C\c2cc(C)n(-c3ccc(Oc4ccc([N+](=O)[O-])cn4)cc3)c2C)cc1	-5.4	9.3%	-9.8%	5.0
CCOC(=O)c1cc([N+](=O)[O-])sc1NC(=O)c1ccc(S(=O)(=O)N2CC3(C)CC2CC(C)(C)C3)cc1 (stereo not drawn)	u	-2.9%	x	-8.0
O=C(CSc1nc2c(c(=O)n1-c1ccc(Cl)cc1)SCC2)NCC1CCCO1 (stereo not drawn)	25.9	-2.8%	0.1%	-0.6
COC(=O)c1cccc(NS(=O)(=O)c2ccc(OC)c(OC)c2)c1C	-84.4*	0.9%	-0.8%	3.9
O=C1NC(c2ccc(Br)cc2)Nc2sc3c(c21)CCC3 (stereo not drawn)	u	-14.0%	-16.6%	1.3
Cc1ccc(-c2nc3cnccn3c2Nc2ccccc2)o1	12.9	-5.8%	u	-10.5
Cc1cc(C)n(C(=O)CSc2nnc(SCC(=O)n3nc(C)cc3C)s2)n1	5.6	4.1%	-1.4%	5.9
COc1cccc(C(=O)CSc2nnc(-c3cc(OC)cc(OC)c3)o2)c1	-27.7	-4.1%	-6.5%	-16.6
CC(c1ccccc1)C1CC(=O)N(c2ccc(C(=O)O)cc2)C1=O (stereo not drawn)	u	-4.8%	-1.4%	7.6
Nc1c(N2CCCC2)cc(Cl)c2nonc12	61.6	-1.4%	u	13.3
CC(C)COc1ccc(S(=O)(=O)NNC(=O)c2cc3ccccc3o2)cc1	33.0	-3.4%	x	x

No enrichment for hits; any-hit rate near 3.1%.
